From PubChem
A3G deaminase – APOBEC3G (human) deaminase inhibition | Q9HC16 | recombinant A3G, ssDNA deamination FAM/TAMRA fluorescence | inhibition, % at 20 µM | hit rate 0.28% among 330,000;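 active = inhibition of at least 40% at 20 µM, with no more than 30% in the related APOBEC3A deaminase screen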;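 note: plate controls were DMSO wells with A3G for no effect and wells lacking A3G enzyme for full effect; some compounds called inactive have numbers as strong as hits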
Target sequence (Q9HC16 whole entry, looked up): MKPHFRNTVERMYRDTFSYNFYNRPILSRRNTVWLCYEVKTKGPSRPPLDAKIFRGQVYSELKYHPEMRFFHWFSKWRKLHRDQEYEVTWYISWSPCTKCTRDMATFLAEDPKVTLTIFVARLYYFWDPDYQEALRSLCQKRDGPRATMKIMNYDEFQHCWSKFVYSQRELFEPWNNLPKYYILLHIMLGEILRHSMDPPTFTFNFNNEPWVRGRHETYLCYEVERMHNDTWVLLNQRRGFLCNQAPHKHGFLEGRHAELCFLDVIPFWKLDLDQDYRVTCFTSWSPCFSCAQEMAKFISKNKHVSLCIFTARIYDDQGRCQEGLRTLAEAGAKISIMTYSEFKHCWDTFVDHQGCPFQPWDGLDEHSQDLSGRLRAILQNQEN
EBI2 antag – blocks human EBI2 receptor beta-arrestin signaling; hit rate 0.81% among 360,000; EBI2 beta-arrestin recruitment, luminescence, 7a,25-OHC stimulated; AID 651636; P32249; inhibition, % at 5 µM; in the data active = inhibition above about 38%;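 note: enzyme fragment complementation signal reports receptor beta-arrestin coupling in cells; 0% = agonist plus DMSO wells and 100% = wells without agonist; some results beyond the cut were filed as inactive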
Gli-Sufu block – Gli-Sufu pathway antagonism. hit rate 0.74% among 340,000. inhibition, % at 5 µM. Sufu-KO-LIGHT fibroblasts, Gli luciferase reporter luminescence;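 active = inhibition above about 55%, limit read from the data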;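 note: 0% = DMSO-treated cells and 100% = wells with medium but no cells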
CXCR6 block – blocks human CXCR6 beta-arrestin recruitment; inhibition, % at 20 µM; O00574; CHO-K1 PathHunter CXCR6 beta-arrestin, luminescence; hit rate 0.36% among 360,000; in the data active = inhibition above about 34%, passing the limit was not always enough;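 note: antagonist mode with CXCL16 agonist at 10 nM final; 0% = 10 nM CXCL16 with DMSO and 100% = unstimulated wells without agonist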
GRIN3A LBD mod – NR3A (human) ligand-binding domain modulation | NR3A LBD differential scanning fluorimetry, Tm shift; 0% = protein alone, 100% = glycine-bound protein | Tm shift relative to glycine control, % at 25 µM | hit rate 2.5% among 340,000 | AID 1259313;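 active = melting temperature shift of at least 10% of the positive control shift, at one fixed dose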
CCR6 antag – antagonists of human CCR6 receptor | P51684 | CHO-K1 CCR6 PathHunter beta-arrestin, luminescence, CCL20-stimulated | inhibition, % at 20 µM | hit rate 0.49% among 340,000 | AID 493098;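 active = compounds whose inhibition of the agonist-driven luminescence signal at 20 µM reaches about 50%, limit read from the data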;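 note: cells stimulated with CCL20 at 14 nM final; plate controls were DMSO with CCL20 for no effect and DMSO without agonist for full effect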
MPTP inh – inhibitors of mitochondrial permeability transition pore; isolated mouse mitochondria, Ca2+ swelling absorbance, 30 min; inhibition, % at 10 µM; hit rate 1.4% among 360,000;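 active = inhibition of 50% or more, scaled per plate between neutral and stimulator controls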;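 note: 0% = DMSO wells given calcium and 100% = 1 mM EGTA wells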
A3A deaminase – human APOBEC3A DNA deaminase inhibition; P31941; recombinant A3A, FAM/TAMRA ssDNA deamination fluorescence; inhibition, % at 20 µM; hit rate 0.41% among 330,000; AID 493011;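 active = at least 40% inhibition at 20 µM here, with at most 30% in a related deaminase screen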;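 note: plate controls were A3A with DMSO for no effect and wells lacking A3A enzyme for full effect; some results filed as inactive read as strong as hits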
Numbers without * were called inactive. Some of the compounds tested, so the mix of outcomes need not match the whole.

SMILES	A3G deaminase	EBI2 antag	Gli-Sufu block	CXCR6 block	GRIN3A LBD mod	CCR6 antag	MPTP inh	A3A deaminase
CCN(CC)C(=O)c1ccc(NC(=O)c2ccc(-c3nn(C)c(=O)c4ccccc34)cc2)cc1	-3.0	9.7	10.5	-5.8	-1.0	2.6	-0.6	2.7
Cc1ccc(N(C)C(=O)Oc2cccc3cccnc23)cc1	-4.6	0.3	10.3	-1.4	1.5	9.1	-0.8	-3.1
COC(=O)C(O)(c1ccc(NC(=O)c2ccco2)c(OC)c1)C(F)(F)F (centres undefined)	-6.0	-8.2	-0.8	1.5	-3.4	-11.6	-0.4	-3.5
O=C(Oc1ccc([N+](=O)[O-])cc1)N1CCC(N2CCCCC2)CC1	-3.0	1.0	7.4	-11.7	-1.1	2.4	-1.4	-0.3
CN1CCCN(C(=O)COc2ccc(F)cc2Cl)CC1	-10.6	1.9	10.7	2.4	0.7	-6.6	-2.9	-4.4

Whole records, looked up by structure:
`CN1CCCN(C(=O)COc2ccc(F)cc2Cl)CC1` across the screens: A3G deaminase = -10.6; EBI2 antag = 1.9; Gli-Sufu block = 10.7; CXCR6 block = 2.4; GRIN3A LBD mod = 0.7; CCR6 antag = -6.6; MPTP inh = -2.9; A3A deaminase = -4.4
`COC(=O)C(O)(c1ccc(NC(=O)c2ccco2)c(OC)c1)C(F)(F)F` (centres undefined) across the screens: A3G deaminase = -6.0; EBI2 antag = -8.2; Gli-Sufu block = -0.8; CXCR6 block = 1.5; GRIN3A LBD mod = -3.4; CCR6 antag = -11.6; MPTP inh = -0.4; A3A deaminase = -3.5

Among those listed so far, these have nitrogen in an aromatic ring:
SMILES	A3G deaminase	EBI2 antag	Gli-Sufu block	CXCR6 block	GRIN3A LBD mod	CCR6 antag	MPTP inh	A3A deaminase
CCN(CC)C(=O)c1ccc(NC(=O)c2ccc(-c3nn(C)c(=O)c4ccccc34)cc2)cc1	-3.0	9.7	10.5	-5.8	-1.0	2.6	-0.6	2.7
Cc1ccc(N(C)C(=O)Oc2cccc3cccnc23)cc1	-4.6	0.3	10.3	-1.4	1.5	9.1	-0.8	-3.1
